# Compound activity deposited in PubChem BioAssay by The Scripps Research Institute Molecular Screening Center.
# CHO-K1 Ca antag – M1 antagonist counterscreen hit in parental CHO-K1 cells | inhibition, % at 3 µM | ATP-induced calcium, Fluo-8 fluorescence | 0.6% of 360,000 active;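 active = inhibition above a per-plate cutoff, the plate's mean sample inhibition plus 3 SD, cut at about 24% in these data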;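 also: 0% = DMSO plus EC80 ATP and 100% = DMSO alone without ATP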
# OXTR potentiate – potentiators of human oxytocin receptor. P30559. CHO-OTR cells, Fluo-8 calcium fluorescence, potentiator mode; 0% = oxytocin EC15, 100% = EC100. activation, % at 3 µM. 0.061% of 320,000 active. AID 2445;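 active = activation above that plate's cutoff, the mean activation of tested compounds plus 3 SD, cut at about 6.6% in these data, passing the limit was not always enough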;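 also: 100% uses oxytocin at 75 nM as the full agonist control; some results filed as inactive read as strong as hits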
# Target sequence (P30559 whole entry, looked up): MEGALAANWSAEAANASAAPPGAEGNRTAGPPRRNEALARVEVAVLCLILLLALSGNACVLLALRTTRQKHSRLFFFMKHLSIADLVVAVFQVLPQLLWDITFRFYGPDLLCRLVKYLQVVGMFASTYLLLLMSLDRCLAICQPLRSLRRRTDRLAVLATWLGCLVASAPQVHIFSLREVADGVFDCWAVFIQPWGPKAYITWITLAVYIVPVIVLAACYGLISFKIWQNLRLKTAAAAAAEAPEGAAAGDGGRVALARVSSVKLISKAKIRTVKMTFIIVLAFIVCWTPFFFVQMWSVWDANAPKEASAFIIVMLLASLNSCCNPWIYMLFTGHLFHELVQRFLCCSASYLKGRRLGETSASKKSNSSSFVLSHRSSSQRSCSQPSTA
#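 Dosing: Single dose, 3.0 µM nominal final compound concentration | Material: Human OTR in CHO cells | Technique: Kinetic Fluo-8 calcium fluorescence | Benchmarks: EC15 oxytocin alone as 0%, 75 nM oxytocin as 100% | Probe or stimulus: Oxytocin at about EC15, sub-maximal agonist stimulus | Incubation: Compound 6 min at room temperature before oxytocin, 100 s read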
# CHO-K1 Ca ag – counter-screen for M1 agonists: effect in parental CHO-K1 cells. Fluo-8 calcium fluorescence; scaled to maximal ATP response, vehicle zero. 0.48% of 360,000 active. activation, % at 3 µM. AID 602248; in the data active = activation above about 15%;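 also: untransfected CHO-K1 host cells lacking M1 receptor as counterscreen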
# TAAR1 antag – human TAAR1 antagonism. Q96RJ0. CHO RD-HGA16 TAAR1, Fluo-8 calcium fluorescence, antagonist. inhibition, % at 3 µM. 1.5% of 360,000 active. AID 624466;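 active = inhibition above a per-plate cutoff, the mean inhibition of test compounds on that plate plus 3 SD, cut at about 49% in these data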;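 also: 0% = DMSO plus EC80 beta-PEA response and 100% = DMSO alone without agonist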
#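 System: RD-HGA16 CHO cells with stable hTAAR1 and Gα16 | Probe or stimulus: EC80 β-phenethylamine stimulus | Dosing: 3 µM, single point | Times: Dye loading 75 min at 37 °C, then 30 min room temperature | Measured by: Fluo-8 calcium-sensitive fluorescence | Read-out basis: % inhibition of agonist calcium response | Replicates: n of 1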
# TAAR1 agonist – agonists of human TAAR1. Q96RJ0. CHO RD-HGA16 TAAR1, Fluo-8 calcium fluorescence; vehicle wells 0%, saturating PEA agonist 100%. activation, % at 3 µM. 0.99% of 360,000 active. AID 624467;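 active = activation above the mean activation of all test compounds in the run plus 3 SD, cut at about 38% in these data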
#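 System: CHO-derived RD-HGA16 cells with stable Gα16 and human TAAR1 / Times: 17-24 h plating, Fluo-8 75 min 37 °C, 30 min RT / Technique: calcium-sensitive Fluo-8 signal, excitation 470-495, emission 515-575 nm / Measure: % activation relative to PEA EC100 response / Benchmarks: DMSO and PEA EC100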
# M1 antag – antagonists of human M1 muscarinic receptor. CHO-K1 hM1, Fluo-8 calcium fluorescence, ACh EC80 antagonist. P11229. 1.3% of 360,000 active. inhibition, % at 3 µM;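 active = percent inhibition above its own plate's cutoff, namely the mean of that plate's compound wells plus 3 SD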;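 also: peak over basal fluorescence ratio during 140 s after agonist addition; 0% = ACh EC80 plus DMSO and 100% = DMSO alone without agonist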
# Target sequence (P11229 whole entry, looked up): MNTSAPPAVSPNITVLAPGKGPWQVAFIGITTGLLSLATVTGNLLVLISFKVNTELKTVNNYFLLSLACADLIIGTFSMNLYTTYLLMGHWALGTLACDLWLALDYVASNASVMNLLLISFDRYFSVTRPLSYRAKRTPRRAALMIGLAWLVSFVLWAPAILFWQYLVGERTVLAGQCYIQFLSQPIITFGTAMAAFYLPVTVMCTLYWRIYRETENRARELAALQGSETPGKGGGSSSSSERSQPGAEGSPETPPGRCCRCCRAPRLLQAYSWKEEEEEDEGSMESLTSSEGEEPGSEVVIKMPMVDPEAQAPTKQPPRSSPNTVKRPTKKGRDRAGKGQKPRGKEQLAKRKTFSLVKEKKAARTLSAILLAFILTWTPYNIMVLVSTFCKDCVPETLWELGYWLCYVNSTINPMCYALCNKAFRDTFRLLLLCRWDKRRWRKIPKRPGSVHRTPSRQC
# CHO-K1 Ca PAM – nonselective activator or artifact in parental CHO-K1 calcium assay; ATP EC20, Fluo-8 calcium fluorescence; 0% at ATP EC20, 100% at ATP max; activation, % at 3 µM; 0.02% of 360,000 active;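 active = activation above the run cutoff, the mean activation of all test compounds plus 3 SD, cut at about 40% in these data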;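 also: peak over basal fluorescence ratio in a 140 s read after ATP addition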
# CHO parental Ca – signal in parental CHO cells, OX1R antagonist counter-screen; parental CHO-K1, ATP-induced calcium, Fluo-8 fluorescence; inhibition, % at 5.6 µM; 0.63% of 330,000 active;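 active = inhibition above that plate's mean sample inhibition plus 3 SD, cut at about 26% in these data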;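 also: 0% = ATP-challenged DMSO wells and 100% = DMSO wells without ATP; some compounds past the cut are filed as inactive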
#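 Material – parental CHO cells · Reagent – ATP stimulus · Compound – single nominal dose of 5.6 µM per compound · Detection – Fluo-8 fluorescence · Read-out basis – percent inhibition of calcium signal · Controls – ATP-challenged DMSO wells low, unchallenged DMSO wells high · Repeats – no replicates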
# CHRM1 agonist – activates human CHRM1 receptor | activation, % at 3 µM | CHO-K1 hM1, Fluo-8 calcium fluorescence, agonist mode; 0% DMSO, 100% acetylcholine EC100 | P11229 | 0.33% of 360,000 active;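 active = activation above the run's mean compound activation plus 3 SD, cut at about 16% in these data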;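 also: peak over basal fluorescence ratio within a 140 s kinetic read after compound addition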
# * marks the source's active call; other numbers are inactive results; nt = not tested or not shown.
SMILES,CHO-K1 Ca antag,OXTR potentiate,CHO-K1 Ca ag,TAAR1 antag,TAAR1 agonist,M1 antag,CHO-K1 Ca PAM,CHO parental Ca,CHRM1 agonist
COc1ccc(C(=O)NC(=S)NC(C)c2ccccc2)cc1 (stereo not drawn),5.8,-17.2,-0.5,-63.6,3.3,-2.4,-12.6,-12.3,-3.8
NCCCSC1=NCCCN1,-9.8,0.0,0.4,2.0,2.7,-5.7,13.7,-5.4,-3.0
Cc1ccc(C(C)C)cc1S(=O)(=O)NC1CC(C)(C)NC(C)(C)C1,-5.9,-2.9,0.1,-3.5,3.2,-12.6,7.2,3.7,-7.0
CCCOC(=O)CSC1=C(C#N)C(c2ccc3c(c2)OCO3)CC(=O)N1 (stereo not drawn),7.7,-3.0,0.3,-18.1,6.5,-1.5,5.2,-9.5,-3.5
Cc1cc(F)ccc1NS(=O)(=O)c1c(C)nc2scc(C)n2c1=O,-8.1,-12.0,5.1,5.5,0.6,-16.6,9.3,-1.4,-3.0
CC(=O)CCc1c(C)[nH]c2ccc(NC(C)=O)cc2c1=O,3.6,-3.8,-0.4,1.8,-0.5,19.4,-10.3,3.4,0.8
Cc1cc(C(=O)C(=O)O)c(C)n1-c1ccc(Cl)cc1,-16.1,-9.5,2.7,-9.5,3.4,1.3,30.0,-3.2,-4.5
C1CCC2(CC1)C1=C(CCCC1)Nc1nnnn12,3.1,-5.7,0.4,5.4,14.3,-6.6,12.6,-19.2,-4.4
COc1ccc(C(=O)Nc2ccc(N3CCN(C(=O)c4cccs4)CC3)cc2)cc1Br,-10.8,-1.5,8.8,47.8,0.3,3.2,17.4,-14.9,-1.5
CN(C1=NC(=O)CS1)c1ccc(O)cc1,-8.5,-1.6,0.6,-16.2,-0.2,-5.7,18.5,6.5,-1.4
O=C(COC(=O)/C=C/c1ccccc1[N+](=O)[O-])NC1CCS(=O)(=O)C1 (stereo not drawn),-12.3,1.8,0.6,-17.6,1.5,0.6,-9.9,10.1,-3.5
CCOC(=O)CC(NS(=O)(=O)c1ccc2[nH]cc(C(=O)O)c(=O)c2c1)c1ccc(OCC)c(OC)c1 (stereo not drawn),-7.0,-4.6,-0.1,-21.8,0.2,18.9,-14.5,-10.3,-6.5
CCO[C@H]1OC(C(=O)N2CCCCCCC2)=C[C@@H](c2csc3ccccc23)[C@@H]1CCCO,-9.7,-19.0,-0.1,8.7,13.2,3.4,12.2,-19.4,-1.7
CCOC(=O)c1cnc(-n2nc(C)cc2C)nc1NC1CCCC1,-17.8,-17.4,11.8,28.0,13.8,25.9,-9.6,42.8*,-2.2
C=CCNC(=S)NNc1nc2sc3c(c2c(=O)[nH]1)CC(C)(C)OC3,5.7,-2.1,0.3,-15.8,1.6,-3.4,-10.5,-2.2,-6.4
COc1cc(/C=N\NC(=O)c2sc(N)nc2C)cc(OC)c1OC,-1.9,-2.3,-0.3,9.5,1.7,-4.9,4.0,-3.4,-1.8
COc1cc(/C=C2/SC(=Nc3ccc(O)cc3)NC2=O)cc(OC)c1O,-16.7,5.9,4.2,-0.5,4.0,0.2,15.6,-12.1,-0.4
Clc1ccccc1/C=C/c1nc(-c2ccccn2)no1,-17.2,-7.3,1.6,6.5,2.4,-22.9,16.6,-19.4,-2.4
COc1cccc(CNC(=O)c2cccc(S(=O)(=O)N3CCN(Cc4ccccc4)CC3)c2)c1,-12.5,nt,7.3,-6.9,0.1,0.7,6.7,nt,-4.1
CCc1ccc(C2C3=C(CC(C)(C)CC3=O)Nc3c2c(=O)[nH]c2nc(C)nn32)cc1 (stereo not drawn),8.1,1.2,0.0,12.1,1.3,6.8,2.5,-3.5,-1.8

# The last five compounds of the section before are carried over, then new ones follow:
SMILES,CHO-K1 Ca antag,OXTR potentiate,CHO-K1 Ca ag,TAAR1 antag,TAAR1 agonist,M1 antag,CHO-K1 Ca PAM,CHO parental Ca,CHRM1 agonist
COc1cc(/C=N\NC(=O)c2sc(N)nc2C)cc(OC)c1OC,-1.9,-2.3,-0.3,9.5,1.7,-4.9,4.0,-3.4,-1.8
COc1cc(/C=C2/SC(=Nc3ccc(O)cc3)NC2=O)cc(OC)c1O,-16.7,5.9,4.2,-0.5,4.0,0.2,15.6,-12.1,-0.4
Clc1ccccc1/C=C/c1nc(-c2ccccn2)no1,-17.2,-7.3,1.6,6.5,2.4,-22.9,16.6,-19.4,-2.4
COc1cccc(CNC(=O)c2cccc(S(=O)(=O)N3CCN(Cc4ccccc4)CC3)c2)c1,-12.5,nt,7.3,-6.9,0.1,0.7,6.7,nt,-4.1
CCc1ccc(C2C3=C(CC(C)(C)CC3=O)Nc3c2c(=O)[nH]c2nc(C)nn32)cc1 (stereo not drawn),8.1,1.2,0.0,12.1,1.3,6.8,2.5,-3.5,-1.8
CCc1ccccc1NC(=O)C1CCCN(c2ncnc3onc(-c4ccc(F)cc4)c23)C1 (stereo not drawn),-6.0,-8.5,-0.4,-12.9,0.1,-3.9,4.4,-21.2,-4.3
Cc1onc(-c2ccccc2)c1C(=O)NNC(=S)NC(=O)/C=C/c1cccs1,6.4,-11.1,0.7,68.5*,114.7*,8.5,-10.7,-1.5,5.9
COc1ccc(C(=O)Nc2ccc(N3CCN(Cc4ccccc4)CC3)cc2)cc1,-4.2,-0.3,1.6,11.7,7.6,8.5,8.1,-11.7,-10.4
O=C(COc1ccccc1F)Nc1ccc(S(=O)(=O)NCc2ccco2)cc1,-6.1,-17.2,5.4,24.9,18.1,-4.8,2.8,4.8,4.9
COC(=O)c1ccccc1NC(=O)Nc1ncccc1C,11.8,-7.4,-0.3,-11.3,4.5,-1.2,-12.4,2.0,-2.0
CCOc1cccc2sc(N(CCCN(C)C)C(=O)c3ccc(S(=O)(=O)N(C)c4ccccc4)cc3)nc12,-0.8,-14.9,1.2,-11.2,11.3,-2.1,4.8,-6.4,-7.9
CCN(CC)CCN(C(=O)c1ccc([N+](=O)[O-])cc1)c1nc2ccc(OC)cc2s1,-18.6,0.2,0.3,-9.5,0.1,-12.1,17.2,-11.0,-6.3
CCOC(=O)c1cc2c(=O)n3ccccc3nc2n(Cc2ccco2)c1=NC(=O)c1ccccc1OC,12.6,-8.1,-0.3,-12.9,0.3,-9.4,-18.9,-10.8,-2.5
CC[C@@H]1CCCCc2ccccc2[C@@H](C(=O)C[C@@H](O)CC(C)=O)OC1=O,-14.3,5.6,-0.5,-18.6,0.0,-8.9,-3.3,-21.3,-3.7
COc1ccc(N(C(=O)CNC(=O)c2ccco2)C(C(=O)NC2CCCCC2)c2ccncc2)cc1 (stereo not drawn),-2.5,-6.7,0.4,-7.0,1.1,-1.7,7.6,-2.3,-0.7
CCN(CC)c1c(C)nc2ccc(C(=O)NCc3ccc4c(c3)OCO4)cn12,0.2,nt,4.6,10.8,3.1,0.5,29.0,nt,-5.8
COc1ccc2oc(C(=O)OCC(=O)NCc3ccc(OC)c(OC)c3)c(C)c2c1,-7.0,nt,6.8,10.2,8.6,-5.0,14.7,nt,3.6
CCCNC(=O)C1(C)CCCN(Cc2ccccc2-c2ccccc2)C1 (stereo not drawn),-18.4,nt,-0.1,nt,nt,-12.7,14.6,nt,-9.2
O=C(CN1c2cccc3cccc(c23)S1(=O)=O)N1CCN(c2ccccc2)CC1,-4.2,-4.7,0.5,6.5,0.9,-3.0,2.7,-11.1,0.2
c1ccc(CSc2nnc3c(n2)OC(c2ccco2)Nc2ccccc2-3)cc1 (stereo not drawn),2.4,-7.0,0.1,nt,nt,-10.8,-3.2,-28.3,-0.7
CC1CCCCC1NC(=O)CCCN1C(=O)c2ccccc2C1=O (stereo not drawn),-21.3,1.4,0.2,16.4,11.4,-12.6,18.4,-19.9,-5.3
C[C@H](NC(=O)c1nc[nH]c1C(=O)NC(c1ccccc1)c1ccccc1)C(=O)OCc1ccccc1,-9.3,-13.2,0.0,17.1,6.8,14.3,-20.8,-8.8,-5.0
COc1ccc2nc(N3CCCCC3)c(C#N)cc2c1,-3.2,-16.0,0.4,3.4,18.6,-6.7,-6.7,-26.7,-1.7
CCc1ccc2nc(N3CCN(C)CC3)c(C#N)cc2c1,-0.5,-12.5,0.2,7.6,20.0,10.2,-4.0,-15.4,-5.0
C[C@@H]1CN([C@H](C)CO)C(=O)CCCn2nncc2CO[C@@H]1CN(C)S(=O)(=O)c1ccccc1,-0.9,nt,-0.2,18.5,0.1,-5.3,5.4,nt,-3.6
COc1cc(CC(=O)OCc2cccc([N+](=O)[O-])c2)cc(OC)c1OC,-6.5,-10.3,13.1,-16.9,-1.9,-14.2,5.4,-13.4,0.2
CC(C)Oc1ncnc2c1[nH]c1ccccc12,6.5,-8.8,8.4,-2.9,4.9,6.4,-6.7,5.3,1.1
CCCOc1c(Br)cc(/C=N/O)cc1OC,-11.7,-5.3,-1.1,-18.5,9.8,-11.3,10.5,-14.2,-4.9
COC(=O)C1(C)NC(c2ccc(OC)cc2)C2C(=O)N(c3ccccc3)C(=O)C21 (stereo not drawn),6.8,-9.5,5.8,-5.7,0.0,5.5,12.4,-11.5,-0.7
CSc1ccccc1C(=O)NCC1CCCO1 (stereo not drawn),-4.2,-5.0,0.6,-7.7,13.5,-6.1,20.0,-10.0,-5.1
COc1ccc(/C=N/NC(=O)C(=O)N2CCCCCC2)cc1[N+](=O)[O-],-7.1,-2.4,1.3,-6.5,3.5,-7.3,-20.5,-13.3,-2.2
O=C(CCN1C(=O)/C(=C\c2ccco2)SC1=S)Nc1ccc(C(=O)O)c(O)c1,4.5,-0.6,0.2,-14.5,1.2,13.2,-17.4,-8.4,0.6
CC1(C(=O)NS(=O)(=O)c2ccccc2C(F)(F)F)CCN1C(=O)CCc1cccs1 (stereo not drawn),-2.9,nt,0.3,-25.4,2.9,-7.5,-11.1,nt,-2.0
Cc1cc(C)n(-c2ccc(C(=O)OCn3nnc4ccccc4c3=O)cc2)n1,3.8,-4.8,0.8,-0.7,7.9,0.4,11.5,-8.7,-4.3
Cc1nc(CSc2nc3[nH]ncc3c(=O)n2-c2ccccc2)cs1,-6.3,-5.9,0.7,-16.1,7.8,1.3,18.9,-15.0,-3.7
COC(=O)CN(c1nc(C)c(Br)c(OC)n1)S(=O)(=O)c1ccccc1,6.7,0.7,-0.9,13.2,-2.2,-3.8,2.7,-40.2,-8.7
COC(=O)c1ccc2nc(-c3ccc(OC)c(OC)c3)c(Cc3ccsc3)n2c1,3.9,nt,-0.7,-21.9,0.9,-30.5,-4.1,nt,-2.8
